# USP2a block = blocks human ubiquitin-specific protease USP2a; O75604; USP2 core, Ub-CHOP2 coupled fluorogenic reporter, 485/531; Potency, µM (top dose mostly 38.3 µM), for inactives: top-dose activity change, negative = inhibition, usual class: inhibitors; 0.01% of 330,000 active; AID 463254;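 note: potency is the fitted concentration of half-maximal effect; plate controls were DMSO wells for no effect and full inhibition by NEM control for full effect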
#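 Cell-free coupled assay: 10nM USP2 core preincubated 30min RT with compound in Tris-HCl pH 8.0/CaCl2/CHAPS buffer, then 25nM Ub-CHOP2 and 25nM reporter substrate; fluorescence (Ex 485/Em 531) read after 60min RT, normalized to NEM inhibition, concentration-response curves fitted.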
# hERG WT inh = KCNH2 (human, wildtype) channel inhibition. U2OS, BacMam KCNH2, thallium flux FluxOr; stronger effect = lower value. 0.37% of 340,000 active. activity change, % at 1.84 µM;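 active = maximum activity change below -70%; inconclusive = maximum activity change between -70% and -50%; inactive = maximum activity change above -50%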; note: % is set by controls: 0 for no effect and ±100 for the full control effect
# Target sequence (Q12809 whole entry, looked up): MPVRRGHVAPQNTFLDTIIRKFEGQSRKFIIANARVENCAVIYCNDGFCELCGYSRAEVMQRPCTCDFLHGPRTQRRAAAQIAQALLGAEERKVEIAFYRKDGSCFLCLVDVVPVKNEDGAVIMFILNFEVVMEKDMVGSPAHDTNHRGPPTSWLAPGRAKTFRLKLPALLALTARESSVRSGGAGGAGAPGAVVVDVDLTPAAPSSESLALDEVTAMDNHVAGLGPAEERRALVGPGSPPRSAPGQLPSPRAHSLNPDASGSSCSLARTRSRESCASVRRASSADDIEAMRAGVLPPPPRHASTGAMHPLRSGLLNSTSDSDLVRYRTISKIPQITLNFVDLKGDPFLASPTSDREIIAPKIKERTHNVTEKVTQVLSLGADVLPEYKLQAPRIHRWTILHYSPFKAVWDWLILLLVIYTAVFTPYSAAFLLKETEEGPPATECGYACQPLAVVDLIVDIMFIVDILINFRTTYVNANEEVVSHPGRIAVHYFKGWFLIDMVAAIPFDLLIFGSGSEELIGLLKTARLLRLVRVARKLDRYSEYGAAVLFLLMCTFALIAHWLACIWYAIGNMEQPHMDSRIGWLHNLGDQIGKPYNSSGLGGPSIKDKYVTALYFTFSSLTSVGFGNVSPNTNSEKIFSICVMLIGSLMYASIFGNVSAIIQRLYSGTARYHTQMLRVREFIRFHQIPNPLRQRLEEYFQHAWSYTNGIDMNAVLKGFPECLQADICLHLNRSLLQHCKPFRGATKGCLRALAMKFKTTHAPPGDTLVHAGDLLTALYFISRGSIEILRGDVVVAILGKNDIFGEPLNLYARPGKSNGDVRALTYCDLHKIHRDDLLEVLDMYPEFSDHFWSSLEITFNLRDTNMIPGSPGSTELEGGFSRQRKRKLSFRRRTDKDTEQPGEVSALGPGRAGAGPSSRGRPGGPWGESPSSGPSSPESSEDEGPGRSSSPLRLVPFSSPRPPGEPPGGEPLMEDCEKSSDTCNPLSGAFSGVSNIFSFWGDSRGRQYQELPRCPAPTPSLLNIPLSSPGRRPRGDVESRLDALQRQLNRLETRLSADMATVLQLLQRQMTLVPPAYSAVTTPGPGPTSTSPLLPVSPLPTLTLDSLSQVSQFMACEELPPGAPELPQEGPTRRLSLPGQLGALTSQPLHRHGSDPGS
#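 U2OS cells were transduced with wild-type KCNH2 virus (2.03 x 10^8 / mL) for 4 h at room temperature, then cultured overnight at 37 C. Thallium flux was read with FluxOr dye. Rate constants were normalized to DMSO controls.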
# Menin-MLL TR inh = displaces Texas Red mutant MLL peptide from human menin; Potency, µM (titrated, usually from 61.6 µM), inactives show top-dose FP activity change, negative = inhibition, hits mostly inhibitors; O00255; 0.23% of 270,000 active; Menin + Texas Red MLL mutant peptide, fluorescence polarization; active = well fitted inhibition curve with a large enough effect in the polarisation, with a control signal flat, not every such curve was filed as active; inconclusive = small, poorly fitted or top-dose-only effect, or effect the other way, or a change in a side signal; inactive = no such curve, though single readings can be large or run the other way; the % refers to the polarisation; note: potency is the fitted concentration of half-maximal effect; % of control where 0% means no effect; many of its hits are not listed in these tables
# TRPV1 agonist = human TRPV1 agonism; Q8NER1; TRPV1-expressing cells, Fluo-8 calcium influx, agonist mode; activation, % at 8.33 µM; 0.19% of 320,000 active; in the data active = activation above about 80%; inconclusive = between about 30% and that limit; note: 0% is about no effect
#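 Cells expressing TRPV1 were dye-loaded with Fluo-8 and read kinetically: 10 s baseline, 3 min after compound (agonist portion), then 2 min after EC20 capsaicin (allosteric enhancer portion). Calcium-bound dye fluorescence at 480/520 nm.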
# GALK inh = inhibitors of human galactokinase. Potency, µM (titrated, usually from 57.5 µM), inactives show top-dose activity change, negative = inhibition, most hits filed as inhibitors. 0.007% of 270,000 active. Purified GALK, Kinase-Glo residual ATP luminescence. P51570; note: potency is the fitted concentration of half-maximal effect; % is set by controls: 0 for no effect and ±100 for the full control effect
#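 ATP-depletion format; final 35 uM ATP, 100 uM D-galactose, 5 nM enzyme; pH 8.0 HEPES/Mg2+ buffer; 60 min RT; luminescence read 10 min after detection reagent.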
# B2AR arrestin = beta2AR (human) beta-arrestin recruitment activity; P07550; beta-arrestin recruitment to beta2AR, cell-based reporter; 0.02% of 330,000 active; Potency, µM (doses to about 46.1 µM), without a hit: at the top dose activation, hits mostly activators;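 note: potency is the fitted concentration of half-maximal effect; 0% = DMSO controls and full agonism = EC100 isoproterenol or metaproterenol; nearly all actives have a fitted effect of over 65% in size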
# MLL CXXC-DNA inh = inhibitors of human MLL CXXC domain-DNA interaction | Q03164 | MLL-CXXC / FITC-HOXA9 DNA fluorescence polarization | Potency, µM (titrated, usually from 115 µM), without a hit: at the highest dose activity change, negative = inhibition, most hits filed as inhibitors | 0.037% of 290,000 active | AID 2662; active = well fitted inhibition curve with a large enough effect in the polarisation, with a control signal flat, not every such curve was filed as active; inconclusive = small, poorly fitted or top-dose-only effect, or effect the other way, or a change in a side signal; inactive = no such curve, though single readings can be large or run the other way; the % refers to the polarisation; note: potency is the fitted concentration of half-maximal effect
#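 Purified MLL-CXXC (added from a 7 uM solution) was preincubated 5 min at ambient with pinned compounds in 50 mM Tris-HCl pH 7.5, 50 mM NaCl, 1 mM DTT, 0.05% BSA. Fluorescein-labeled HOX-A9 DNA (50 nM solution) followed, 30 min, then polarization read.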
# FBPA coupling cs = counter-screen for Giardia aldolase inhibitors: coupling enzyme system | coupling enzyme system counterscreen, AmpLite Red fluorescence | activity change, negative = inhibition, % at 58.2 µM, hits read low | 0.67% of 290,000 active | AID 2472; in the data active = activity change below about -30%; note: % is set by controls: 0 for no effect and ±100 for the full control effect
#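 First, compound is pin-transferred into glyceraldehyde-3-phosphate coupling-enzyme reagent at 57.5 uM final and held 10 min at RT. Next, substrate, coupling system and AmpLite Red are added. After 20 min RT, fluorescence (525/598 nm) is read.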
# Giardia kill = Giardia lamblia killing; Giardia lamblia trophozoite viability; 0.15% of 340,000 active; activity change, % at 7.66 µM, hits read low; in the data active = activity change below about -80%; inconclusive = between about -30% and that limit;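 note: parasites exposed to compound for two days anaerobically before the ATP read; % is set by controls: 0 for no effect and ±100 for the full control effect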
#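 Luminescence from cellular ATP indicates surviving trophozoites (100 cells/well) following 48 hrs anaerobic compound treatment at 37 deg C; signal develops 15-30 min at room temperature.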
# PKM2 activator = increases activity of human pyruvate kinase M2. P14618. purified PKM2, Kinase-Glo ATP luminescence, activation; response scale: 0% is enzyme alone, no compound. Potency, µM (titrated, usually from 57.5 µM), without a hit: at the top dose activation, actives largely listed as activators. 0.34% of 260,000 active; note: potency is the fitted concentration of half-maximal effect; % is set by controls: 0 for no effect and ±100 for the full control effect; nearly all actives have a fitted effect of over 55% in size
#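 ATP formation by purified human PK-M2, quantified via coupled luciferase luminescence after 1 h at room temperature with 0.1 mM ADP and 0.5 mM PEP final.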
# KCNH2 3.1 block = blocks the human KCNH2 3.1 channel isoform. U2OS KCNH2 3.1, thallium flux FluxOr; stronger effect = lower value. activity change, % (tested at about 1.8 µM). 0.95% of 340,000 active;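 active = maximum activity change below -70%; inconclusive = maximum activity change from -70% to -50%; inactive = maximum activity change above -50%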;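 note: thallium influx rate constant from kinetic fluorescence after stimulation buffer; % is set by controls: 0 for no effect and ±100 for the full control effect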
#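 Measured as rate of thallium-driven FluxOr signal in transduced U2OS cells carrying the 3.1 channel, read kinetically for 2 min upon stimulation; values are rate constants scaled to DMSO control wells.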
# * = called active by the depositor; ? = inconclusive; . = no result given; [ ] = another dose, or the depositor's remark. Unless noted, calls come from the whole dose curve; as a rule, active = well fitted curve in the direction sought with a large enough effect; inconclusive = small, poorly fitted or top-dose-only effect, or another doubt; inactive = no such curve, though single readings can be large; an effect the other way counts as inactive or inconclusive. An excerpt; the hit share may differ from the screen's.
SMILES,USP2a block,hERG WT inh,Menin-MLL TR inh,TRPV1 agonist,GALK inh,B2AR arrestin,MLL CXXC-DNA inh,FBPA coupling cs,Giardia kill,PKM2 activator,KCNH2 3.1 block
CC1(C)Oc2ccc3ccc(=O)oc3c2/C(=C/Nc2cccc(O)c2)C1=O,2%,-14,9%,3,-2%,0.1%,5%,0,3,2%,-2
COc1ccc(Cl)cc1-c1n[nH]c(=S)o1,0%,-9,1%,-2,-1%,-0.1%,-4%,-1,8,-3%,-2
Cc1nn(-c2ccccc2)c(Cl)c1CN(C(=O)CCl)c1cccc2ccccc12,0%,-6,-7%,24,-2%,-0.4%,23%,-3,9,0%,15
COc1ccc(CC(=O)OCC(=O)NC2CC2)cc1,2%,-4,.,-3,.,0.2%,.,.,12,.,-3
O=C(O)CCC(=O)NNC(=O)c1cccc(Br)c1,5%,-2,-2%,15,-1%,-0.2%,-2%,2,1,6%,-12
Cc1cc(C)nc(NC(N)=NC(C)c2ccccc2)n1 (stereo not given),-1%,5,0%,2,1%,-0.3%,-3%,1,23,-26%,7
COCCNC(=O)C(=O)N/N=C(\C)CC(=O)Nc1cccnc1,1%,5,14%,1,-2%,-0.4%,5%,-3,-17,1%,7
CCOc1ccc(NC(=O)Cn2nnc(-c3ccccc3NC(=O)CC)n2)cc1,4%,-5,7%,2,19%,0.2%,3%,2,23,-4%,9
COC(=O)c1sccc1Oc1ccc(Cl)cc1N1C(=O)CCC1=O,4%,1,.,1,.,4.0%,-4%,-2,14,-3%,-7
Cc1ccc(NC(=O)c2ccc(OCc3c(C)noc3C)cc2)c(C)c1,3%,-2,.,?,.,3.2%,.,.,11,.,9
Cc1sc2nc(SCC(=O)N(C)c3ccccc3)n(C)c(=O)c2c1C,2%,4,.,17,4%,-0.4%,6%,.,24,0%,11
COc1ccc(-n2ncc3c(SCC(=O)N4CCN(c5ccccc5OC)CC4)ncnc32)cc1,-1%,-1,14%,3,2%,-0.6%,2%,-1,8,6%,-13
Cc1cc(C(=O)N2CCCC(CCC(=O)N3CCN(c4ccccn4)CC3)C2)c(C)o1 (stereo not given),10%,-3,-21%,0,-3%,0.2%,1%,0,-3,23%,22
CCN(CC)CCCNC(CC(=O)Nc1cccc([N+](=O)[O-])c1)C(=O)O (stereo not given),5%,-1,1%,-2,2%,-0.1%,-6%,0,16,-1%,-8
CNCC(=O)Nc1ccc(Cl)c(C(F)(F)F)c1,-1%,4,-4%,8,2%,-0.2%,-10%,1,-4,3%,-13
CCOCc1c(C(=O)N2CCN(CCOc3ccc(Cl)cc3)CC2)oc2ccccc12,0%,5,.,14,.,0.0%,.,.,-1,.,-35
O=C(CN1C(=O)NC2(CCCC2)C1=O)N1CCN(C(=O)c2ccco2)CC1,1%,12,-1%,1,7%,-0.6%,5%,1,2,-1%,-8
Cc1cc(C(=O)NC(C)CCc2ccccc2)ccc1[N+](=O)[O-] (stereo not given),3%,-12,14%,?,-1%,-0.3%,1%,1,4,-1%,21
O=C(c1ccc(CN2CCc3ccccc3C2)cc1)N1CCc2ccccc2C1,1%,12,-17%,0,-2%,-0.3%,2%,1,0,-1%,-7
COc1cccc(NC(=O)CCNS(=O)(=O)c2ccc(Br)s2)c1,0%,2,41%[activator],1,0%,-0.6%,1%,3,-23,4%,3
Cc1cc(NS(=O)(=O)c2ccc(NC(=O)c3c(F)c(F)c(F)c(F)c3F)cc2)nc(C)n1,1%,-1,.,-3,-8%,-0.2%,-11%,.,7,-1%,-4
COc1ccccc1CCC(=O)N(CCC1=CCCCC1)c1c(N)n(Cc2ccccc2)c(=O)[nH]c1=O,3%,14,.,2,.,-0.2%,.,.,23,.,-1
COc1ccccc1N1CCN(CCN2C(=O)C3CCCN3C2=O)CC1 (stereo not given),0%,3,-3%,-1,2%,-0.2%,-5%,5,-7,0%,-15
COCCN(C(=O)c1ccco1)c1nnc(-c2ccc(F)cc2)s1,4%,-4,-21%,7,5%,-0.6%,5%,-2,45[activator],1%,5
COc1ccc(CCN(C)C(=O)C2CC(=O)N(Cc3ccc(C)cc3)C2)cc1OC (stereo not given),1%,-2,.,-3,.,-0.7%,.,.,-6,.,-14
COc1ccc(CC(=O)OCc2nnc(-c3ccccc3)o2)cc1,1%,-1,2%,15,10%,0.1%,4%,1,15,0%,7
Cc1ccc(CNC(=O)C2CCCN2C(=O)NCc2ccccc2)cc1 (stereo not given),1%,2,8%,-4,-1%,0.6%,2%,4,-15,?,4
COc1ccc(NC(=O)CN2C(=O)COc3ccc(C)cc32)c(OC)c1,1%,5,7%,4,0%,0.5%,-3%,0,-4,0%,0
COc1ccc(C(=O)C(CCCCC(CN(C)C)C(=O)c2ccc(OC)cc2)CN(C)C)cc1 (stereo not given),0%,0,?,4,.,3.4%,1%,-1,11,-4%,-6
Cc1ccc2c(c1)N(CCC(=O)NCCCN1CCCC1)C(=O)CO2,2%,12,-10%,1,-1%,0.0%,-2%,-3,1,-2%,7
O=C(Cn1cnc2c(NCc3ccccc3)ncnc21)NCC1CCCO1 (stereo not given),2%,5,.,.,.,-0.6%,.,.,8,.,20
CCOc1cc(C)c(S(=O)(=O)NC2CC(C)(C)NC(C)(C)C2)cc1C,1%,-3,-10%,4,-1%,0.1%,19%,-2,7,-7%,-31
Clc1ccccc1-c1nnc(-c2cccs2)o1,14%,14,0%,15,-3%,0.4%,13%,1,-15,1%,8
O=C(NCc1ccco1)C(c1ccco1)N(CCc1ccccc1)C(=O)Cn1nnc2ccccc21 (stereo not given),-10%,2,-6%,4,3%,3.7%,0%,0,-9,4%,0
CCCS(=O)(=O)N1CCN(C(=O)COc2ccccc2)CC1,-1%,-17,-7%,-3,0%,-2.0%,-3%,5,3,2%,-11
CC(=O)c1ccc(OCCCC(=O)N2CCN(S(=O)(=O)c3ccc(C)cc3C)CC2)cc1,1%,2,.,10,.,-0.3%,.,.,-5,.,7
CC(C)(C)c1ccc(OCC(=O)NNC(=S)NC(=O)c2ccccc2[N+](=O)[O-])c(Br)c1,2%,6,?,-2,0%,-1.5%,-2%,13,12,2%,-7
C#CCNC(=O)C1=C[C@H](c2ccccc2)[C@@H](CCCO)[C@H](OCC)O1,-7%,-2,-19%,-1,-1%,-1.0%,-8%,2,-2,-6%,7
O=C(COc1ccc(Cl)cc1Cl)N/N=C1\CCCc2ccccc21,-1%,-4,8%,11,-2%,0.2%,-4%,-9,13,8%,1
CCCC(=O)Nc1ccccc1NC(=O)CCC,0%,2,-2%,1,1%,-0.3%,14%,-3,-6,-3%,5
COc1ccc(/C=C2\SC(=O)N(CCC(=O)NC3CCS(=O)(=O)C3)C2=O)cc1 (stereo not given),0%,3,.,1,-2%,0.2%,-2%,.,10,.,3
O=C(O)c1ccc(-c2ccc(Cl)cc2Cl)o1,4%,-5,1%,-5,-1%,-0.2%,14%,15,2,7%,2
O=C1c2ccccc2C2(c3ccc(F)cc3)NCCN12 (stereo not given),7%,-4,3%,-3,0%,-0.6%,-4%,5,5,-6%,19
CCN(CC)S(=O)(=O)c1ccc(OC)c(NC(=O)CSc2cc(C)ccc2C)c1,-13%,-5,-4%,6,1%,-0.4%,-8%,-10,-5,7%,-20
Cc1nc2sc(C(c3ccccc3)N3CCN(C(=O)c4ccco4)CC3)c(O)n2n1 (stereo not given),4%,9,-18%,-2,0%,-0.7%,0%,1,-4,7%,1
O=C(COC(=O)CNC(=O)c1cccc([N+](=O)[O-])c1)Nc1cccc(S(=O)(=O)N2CCCCC2)c1,1%,3,25%,7,-1%,-0.4%,3%,7,17,1%,-5
COc1ccccc1C(=O)Nc1cc2cc(Cl)ccc2oc1=O,1%,-6,8%,-5,0%,-0.5%,24%,3,9,-3%,-15
CN(C)S(=O)(=O)N(CC(=O)N1CCC(Cc2ccccc2)CC1)c1ccccc1,-1%,0,?,0,3%,0.1%,3%,4,-28,-15%,-4
COC(=O)c1ccc(/C=C2\CCn3c2nc2cc(C(=O)O)ccc2c3=O)cc1,4%,-4,-17%,0,-2%,-0.1%,-1%,-1,-6,.,8
CC1CCN(C(=O)C2CCN(S(=O)(=O)c3cccc4cccnc34)CC2)CC1,-6%,-8,.,4,2%,0.2%,-2%,.,11,.,37

# Profiles, quoted from the list. Screens in order: USP2a block	hERG WT inh	Menin-MLL TR inh	TRPV1 agonist	GALK inh	B2AR arrestin	MLL CXXC-DNA inh	FBPA coupling cs	Giardia kill	PKM2 activator	KCNH2 3.1 block
# CCN(CC)S(=O)(=O)c1ccc(OC)c(NC(=O)CSc2cc(C)ccc2C)c1 reads -13%	-5	-4%	6	1%	-0.4%	-8%	-10	-5	7%	-20
# O=C(Cn1cnc2c(NCc3ccccc3)ncnc21)NCC1CCCO1 (stereo not given) reads 2%	5	.	.	.	-0.6%	.	.	8	.	20
